PI4K2A block: blocks human PI4K2A kinase activity; activity change, negative = inhibition, % at 76.9 µM; purified PI4K2A, ADP-Glo luminescence, 1 h; hits give low values; 420,000 compounds, 0.13% hits; Q9BTU6; in the data active means activity change below about -50%; inconclusive means mostly about -30% to -49%;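 further: -100% = wells without enzyme as full effect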
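In this quantitative HTS, ADP production by PI4K2A was quantified luminescently after 1 h at ambient temperature; 100 microM adenosine served as plate-quality control.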
Glioma ERSR ind: induces the endoplasmic reticulum stress response in human glioma cells; U87-MG GRP78 promoter luciferase reporter, 16 h; Potency, µM, without a hit: top-dose activation, actives largely listed as activators; 420,000 compounds, 0.02% hits; further: potency means the concentration at half of the fitted maximal effect; series mostly up to about 76 µM; % of control where 0% means no effect; nearly all actives have a fitted effect of over 35% in size
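ERSR induction read as luciferase luminescence (Bright-Glo, 10 min at room temperature) in stably transfected human U87-MG glioma cells exposed to compounds for 16 h, using GRP78 as sensor.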
LDHA inh: blocks human lactate dehydrogenase A. purified LDHA, NADH/diaphorase-resazurin fluorescence; hits give low values. P00338. 480,000 compounds, 0.15% hits. AID 1347041. activity change, % (values are at about 110 or 230 µM); in the data active means activity change below about -30%; inconclusive means mostly about -25% to -30%;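 further: plate controls were DMSO wells for no effect and wells without enzyme for full effect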
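Enzyme activity of human lactate dehydrogenase 5 (2 nM; 0.06 mM NADH, 0.2 mM pyruvate, 5 min, RT) is measured via a resazurin/diaphorase fluorescence readout of residual NADH.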
mIDH1 inhibitor: blocks human mutant IDH1 R132H enzyme; O75874; IDH1-R132H enzyme, NADPH consumption, diaphorase/resazurin fluorescence; Potency, µM (doses to about 76.6 µM), inactives show top-dose activity change, negative = inhibition, actives largely listed as inhibitors; 390,000 compounds, 0.093% hits; AID 602179; further: potency means the concentration at half of the fitted maximal effect; on the % scale 0 is the no-effect control and ±100 the full control effect; nearly all actives have a fitted effect of over 65% in size
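IDH1-R132H (0.5 ug/mL) preincubated 30 min with compound, then NADPH (0.016 mM) and alpha-KG (2 mM) added; 80 min at RT, pH 7.5. Remaining NADPH coupled via diaphorase/resazurin to fluorescence (540/590 nm); concentration-response curves normalized to no-enzyme control.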
TrxR1 substrate: substrates of rat thioredoxin reductase 1. O89049. purified TrxR1 substrate turnover, NADPH consumption readout. Potency, µM (top dose mostly 114 µM), for inactives: top-dose activity change, negative = substrate turnover. 390,000 compounds, 0.01% hits. AID 588456; further: potency means the concentration at half of the fitted maximal effect; on the % scale 0 is the no-effect control and ±100 the full control effect; nearly all actives have a fitted effect of over 50% in size
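Rat TrxR1, dispensed at 90 nM, was prereduced with 400 uM NADPH (final) for 5 min at ~22 deg C, then incubated with compound 15 min before 400 uM selenite. A first-read NADPH fluorescence drop versus no-compound background flagged substrates.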
USP1 inh: blocks the human USP1/UAF1 deubiquitinase complex; recombinant USP1/UAF1, Ub-Rhodamine cleavage fluorescence; Potency, µM (top dose mostly 57.1 µM), without a hit: at the highest dose activity change, negative = inhibition, usual class: inhibitors; 390,000 compounds, 0.23% hits; O94782; further: potency means the concentration at half of the fitted maximal effect; on the % scale 0 is the no-effect control and ±100 the full control effect; nearly all actives have a fitted effect of over 60% in size; inactives centre near -12
Target sequence (O94782 whole entry, looked up): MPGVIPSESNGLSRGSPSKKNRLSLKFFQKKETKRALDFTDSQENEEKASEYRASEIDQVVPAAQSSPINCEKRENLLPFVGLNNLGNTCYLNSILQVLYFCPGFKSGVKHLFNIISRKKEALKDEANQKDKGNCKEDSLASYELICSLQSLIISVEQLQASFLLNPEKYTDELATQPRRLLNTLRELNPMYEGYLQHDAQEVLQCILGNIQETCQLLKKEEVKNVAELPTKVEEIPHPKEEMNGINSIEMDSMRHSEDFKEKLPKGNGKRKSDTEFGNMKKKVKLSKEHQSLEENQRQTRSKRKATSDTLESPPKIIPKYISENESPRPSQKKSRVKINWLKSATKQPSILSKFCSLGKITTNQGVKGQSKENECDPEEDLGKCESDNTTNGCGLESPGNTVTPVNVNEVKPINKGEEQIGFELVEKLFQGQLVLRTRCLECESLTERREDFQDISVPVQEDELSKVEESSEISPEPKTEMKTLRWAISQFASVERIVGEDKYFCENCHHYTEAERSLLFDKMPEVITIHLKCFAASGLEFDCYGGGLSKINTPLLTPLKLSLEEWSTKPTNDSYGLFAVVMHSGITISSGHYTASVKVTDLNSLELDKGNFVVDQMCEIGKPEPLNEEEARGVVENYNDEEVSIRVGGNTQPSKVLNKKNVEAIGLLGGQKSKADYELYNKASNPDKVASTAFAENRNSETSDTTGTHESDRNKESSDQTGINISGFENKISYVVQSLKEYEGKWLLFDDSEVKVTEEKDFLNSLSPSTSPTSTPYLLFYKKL
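High-throughput fluorogenic screen: 1nM USP1/UAF1 complex, Ub-Rho substrate 150nM final, 50mM HEPES pH 7.8 with 0.5mM EDTA, 0.1 mg/ml BSA, 1mM TCEP and 0.01% Tween-20.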
RXFP1 agonist: agonists of human relaxin receptor RXFP1; Q9HBX9; HEK293T-RXFP1 cAMP TR-FRET, 30 min; response scale: percent of porcine relaxin response, buffer zero; Potency, µM (titrated, usually from 57.5 µM), for inactives: at the highest dose activation, hits mostly activators; 370,000 compounds, 0.3% hits; further: potency means the concentration at half of the fitted maximal effect; on the % scale 0 is the no-effect control and ±100 the full control effect; nearly all actives have a fitted effect of over 60% in size; many of its hits are not listed in these tables
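Agonist response is measured as cAMP accumulation in an RXFP1-transfected HEK293T line under PDE4 inhibition. Values are scaled between buffer-only and 29 nM porcine relaxin, and EC50s come from standard Hill equation fits.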
Vif-APOBEC3G blk: Vif-A3G binding inhibition; Potency, µM (series often up to 46.1 µM), for the others: top-dose activity, negative = active, actives largely listed as inhibitors; Q9HC16; 410,000 compounds, 0.076% hits; HeLa A3G-eYFP + Vif (tagged APOBEC3G with the HIV-1 protein that degrades it), YFP fluorescence, overnight;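 further: potency means the concentration at half of the fitted maximal effect; on the % scale 0 is the no-effect control and ±100 the full control effect; nearly all actives have a fitted effect of over 60% in size; hits raise eYFP signal because A3G escapes Vif-driven loss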
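HeLa cells stably expressing Vif and C-terminally eYFP-tagged A3G, seeded overnight at 37 deg C, then exposed to compound by pintool overnight at 37 deg C. Rise in yellow fluorescence (Ex 488/Em 500-530, Acumen) marks blocked Vif-driven A3G degradation.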
Vif-A3F inh: blocks the Vif interaction with APOBEC3F; HeLa A3F-eYFP + Vif (tagged APOBEC3F with the HIV-1 protein that degrades it), YFP fluorescence increase; Potency, µM (highest dose often 46.1 µM), for inactives: top-dose activity, negative = active; 390,000 compounds, 0.2% hits; further: potency means the concentration at half of the fitted maximal effect; % of control where 0% means no effect; nearly all actives have a fitted effect of over 65% in size
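HeLa cells stably expressing Vif plus C-terminally eYFP-tagged A3F were seeded, incubated overnight at 37 deg C, dosed with compound, incubated overnight again at 37 deg C. Yellow fluorescence (Ex 488/Em 500-530) reported blocked Vif-mediated A3F-eYFP degradation.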
Numbers without * were called inactive; u = inconclusive; x = not tested or not shown; & = joins results of further samples; [ ] = dose if it differs, or a comment. Unless noted, the call rests on the fitted dose curve; in most records, active means well fitted curve in the direction sought with a large enough effect; inconclusive means small, poorly fitted or top-dose-only effect, or another doubt; inactive means no such curve, though single readings can be large; an effect the other way counts as inactive or inconclusive.

SMILES	PI4K2A block	Glioma ERSR ind	LDHA inh	mIDH1 inhibitor	TrxR1 substrate	USP1 inh	RXFP1 agonist	Vif-APOBEC3G blk	Vif-A3F inh
O=C(/C=C\NCC(=O)c1ccccc1)c1ccc2ccccc2c1	1	3%	-4	5%	3%	-18%	0.9%	-9%	-6%
Cn1/c(=N/N=C/c2ccc(Cl)c([N+](=O)[O-])c2)sc2ccccc21	4	-8%	1	2%	-4%	-12%	0.5%	0%	-2%
C[C@@]12CCC[C@@](C)(C(=O)O)C1CC[C@@]13C[C@@H](NCc4ccccc4)[C@@](C)(CCC12)C3 (stereo partly drawn)	1	-2%	-7	-2%	4%	-20%	1.4%	1%	7%
O=C(Nc1nnc(-c2ccc(F)cc2)o1)C1CCCN1S(=O)(=O)c1cccs1 (stereo not drawn)	3	0%	1	0%	-3%[57.1 µM]	-14%	1.2%	2%	1%
O=C(NCc1cccnc1)Nc1ccc(Cl)cc1	-2	18%	-14	0%	0%	-11%	1.1%	2%	-4%
CC1CCN(C2=NC(=O)/C(=C/c3ccccc3F)S2)CC1	-3	-5%	-3	6%	-9%	-7%	29%	-3%	-20%
CCCCNC(=O)C1(C)CCCCN1C(=O)c1ccc(C#N)cc1 (stereo not drawn)	-6	-2%	-2	x	x	x	x	-4%	x
CCOC(=O)c1cnc2c(c(C)nn2C)c1Oc1cc(Cl)cc(Cl)c1	-2	-4%	2	-3%	-18%[57.1 µM]	-20%	3.5%	2%	11%
COc1ccc(NC(=O)CC2Nc3ccccc3NC2=O)cc1 (stereo not drawn)	1	0%	-2	0%	7%	-27%	1.3%	-5%	0%
CC(C)(C)n1nc2c(c1NC(=O)c1ccc(Br)cc1)CS(=O)C2 (stereo not drawn)	4	-3%	0	13%	11%	-17%	0.1%	0%	1%
COc1ccccc1N1CCN(c2ncnc3c2cnn3-c2cccc(Cl)c2)CC1	5	3%	2	18%	4%[57.1 µM]	-22%	0.9%	2%	1%
COCCn1c(SCC(=O)Nc2ccc(C(N)=O)cc2)nc2c([nH]c3ccccc32)c1=O	-1	-2%	-1	-2%	1%	-5%	14%	2%	2%
COc1ccccc1NC(=O)Cn1nc(C)n2cccc2c1=O	-3&2	2%&-4%	-1&4	15%&8%	-9%&25%	0%&-4%	3.2%&6.1%	0%&3%	6%&1%
CC1CCc2c(sc(NC(=O)/C=C/c3cccs3)c2C(=O)O)C1 (stereo not drawn)	-1	7%	-1	7%	-12%	-27%	-0.6%	0%	1%
CCCCN(C(=O)C1CC1)C1CCS(=O)(=O)C1 (stereo not drawn)	-2	-6%	-8	4%	4%	-6%	1.8%	1%	-7%
CCOC(=O)CC(NS(=O)(=O)c1ccc(OC)c(C)c1)c1cccc([N+](=O)[O-])c1 (stereo not drawn)	-6	0%	-14	-2%	1%	-17%	-2.2%	1%	-34%
COc1cccc(N2CCN(C(=O)C3CCN(C(=O)Nc4ccccc4)CC3)CC2)c1	6	-4%	-12	-3%	x	-8%	x	2%	-6%
CC(C)c1cc(C(=O)N2CCCC(N3CCN(c4ccc(F)cc4)CC3)C2)n(C)n1 (stereo not drawn)	-2	-1%	-6	5%	4%	-11%	1.6%	-5%	-4%
COc1ccc(N2CCN(C(=O)C3Cc4ccccc4N3C(C)=O)CC2)cc1 (stereo not drawn)	-1	-3%	0	10%	0%[57.1 µM]	3%	-1.8%	-2%	0%
CCCn1cc2c(c1-c1cccc(C)c1)c(=O)n(C)c(=O)n2C	4	-4%	-3	1%	4%	-9%	0.6%	-5%	x
Cc1cc(=O)oc(C)c1C(=O)NCCC(C)C	2	-4%	-5	3%	-14%	-14%	0.6%	4%	-3%
CSc1nc(SCC(=O)NCc2ccco2)c2c3c(sc2n1)COC(C)(C)C3	-7	-3%	-2	1%	12%	-21%	12%	u	-7%
Cc1ccc(C(=O)N2CCCCCC2)cc1S(=O)(=O)Nc1ccccc1	2	-4%	-3	1%	-2%	-11%	-1.6%	1%	2%
C=CCNc1nc2c(c(=O)[nH]c(=O)n2C)n1CCCCC	-7	-2%	2&4	3%	-3%	-20%	3.9%	1%	1%
O=C(O)C1CCN(C(=O)CSc2nnc(-c3ccccc3)o2)CC1	9	-2%	-1	6%	8%	-21%	x	0%	7%
Cc1ccccc1NS(=O)(=O)c1ccc(C(=O)NCCCN2CCCC2=O)cc1	-1	-3%	-8	-3%	8%[57.1 µM]	-15%	-1.2%	0%	-20%
COc1ccc(C(=O)Nc2c(-c3cccs3)c(=O)c3ccccc3n2C)cc1	-4	-3%	-5	10%	-5%	-11%	5.3%	0%	-1%
CCOc1ccccc1Nc1cc(C)nc2ccccc12	-3	-4%	-7	-4%	x	12%	x	0%	-17%
O=S(=O)(c1cnc[nH]1)N1CCc2ccccc21	-1	-2%	-3	3%	4%	-17%	1.2%	-1%	-12%
COc1cc(OC)c(NC(=O)c2nn(-c3ccc(C)cc3)c(=O)c3c2c2ccccc2n3C)cc1Cl	-2	x	2	x	6%	-13%	1.7%	x	x
CC(C)(C)c1ccc(C(=O)NNc2ccc(F)cc2F)cc1	1	-3%	-3	6%	5%[57.1 µM]	-3%	1.3%	-3%	6%
O=C(C[n+]1ccc(-c2nnc3n2CCC3)cc1)c1ccc(Cl)cc1	2	0%	-7	1%	-8%	-7%	1.9%	2%	0%
CCc1cccc(C)c1NC(=O)COCc1cc(-c2ccc3c(c2)OCO3)on1	-5	-3%	-10	-12%	-10%	u	0.3%	1%	2%
Cc1nc2nc(C)c(NS(=O)(=O)c3ccc(Cl)s3)c(=O)n2[nH]1	0	2%	-6	-9%	4%[57.1 µM]	-5%	2.8%	0%	-10%
COc1ccc(C(=O)NCCCNc2nc3cc(C)cc(C)c3cc2C#N)cc1	5	-1%	-5	-11%	x	-18%	x	-8%	0%
CCCCCc1c(O)nc(SCCN(CC)CC)[nH]c1=O	-2	1%	-5	-3%	-5%	0%	0.8%	1%	2%
C[C@H](CO)N1C[C@H](C)[C@@H](CN(C)Cc2ccc(-c3ccccc3)cc2)Oc2c(NC(=O)Nc3ccc(C(F)(F)F)cc3)cccc2C1=O	3	-4%	2	8%	3%	-20%	x	-1%	-7%
Cc1ccc(COc2cccc3cc(-c4noc(-c5ccc(C)cc5)n4)c(=O)oc23)cc1	3	-1%	0	7%	-1%	-25%	1.7%	4%	14%
CCOC(=O)c1cc(C(=O)OCC)cc(-n2c(C)cc(C(=O)CN3CCOCC3)c2C)c1	-2	-1%	3	0%	11%[57.1 µM]	-16%	0.4%	-1%	-8%
CC(=O)Nc1ccc(C2=CC(=O)CC(C)(C)C2)cc1	1	-1%	-4	23%	-1%	-18%	0.0%	-1%	-8%
COc1ccc2[nH]c3c(=O)n(CCN4CCOCC4)cnc3c2c1	-2	2%	2	3%	172%[activator]	-22%	3.3%	0%	2%
Cc1ccc2[nH]c3c(c2c1)CN(C(C)C)CC3	3	-2%	-1	3%	9%[57.1 µM]	-21%	1.0%	0%	1%
Cc1cccc(NC(=O)C(=O)NCc2ccccn2)c1	-9	1%	1	13%	15%	4%	-0.4%	0%	-1%
O=S(=O)(c1cccs1)N1CCCCC1	6	-5%	0	5%	x	-18%	x	0%	-8%
Cc1ccccc1C(=O)NCCSc1ccccc1	3	2%	-8	6%	-9%	-4%	0.0%	0%	-1%
O=C(Nc1ccc(N2CCOCC2)cc1)c1ccc(COc2ccccc2)cc1	-10	-5%	-5	-5%	-6%	-8%	0.0%	3%	2%
COC(=O)c1sc2ccccc2c1NC(=O)c1ccc(S(=O)(=O)N2CCCC(C)C2)cc1 (stereo not drawn)	13	-1%	-2	2%	-1%[57.1 µM]	-16%	4.7%	8%	10%
O=C(Nc1ccc([N+](=O)[O-])cc1)c1cc(-c2ccccn2)nc2c(Cl)cccc12	-2	-4%	-10	0%	7%[57.1 µM]	-11%	u	u	u
C=C(C(=O)O)C1CCC2(C)CCCC(C)(O)C2C1 (stereo not drawn)	0	-3%	-3	0%	6%[57.1 µM]	-4%	-0.8%	u	-6%
CCCN(CC(=O)Nc1ccccc1OC)C(=O)CCCN1C(=O)c2ccccc2C1=O	2	-5%	-6	-4%	-1%	-2%	1.1%	3%	5%
O=C1CN=CN=CN1c1ccc(Cl)cc1Cl	-7	-3%	1	0%	5%	-19%	0.0%	1%	-6%
CCn1c2ccccc2c2cc(CN3CCN(Cc4cc(OC)ccc4O)CC3)ccc21	-3	-7%	-24	-5%	-2%	-8%	3.1%	1%	-12%
Cc1ccc(S(=O)(=O)N(CC(=O)N2CCc3ccccc3C2)c2cccc(Cl)c2)cc1	11	-5%	2	2%	2%[57.1 µM]	-25%	1.2%	-4%	-1%

Full records as entered above. Values in the order: PI4K2A block	Glioma ERSR ind	LDHA inh	mIDH1 inhibitor	TrxR1 substrate	USP1 inh	RXFP1 agonist	Vif-APOBEC3G blk	Vif-A3F inh
CCCCN(C(=O)C1CC1)C1CCS(=O)(=O)C1 (stereo not drawn) is listed as -2	-6%	-8	4%	4%	-6%	1.8%	1%	-7%
CC(C)c1cc(C(=O)N2CCCC(N3CCN(c4ccc(F)cc4)CC3)C2)n(C)n1 (stereo not drawn) is listed as -2	-1%	-6	5%	4%	-11%	1.6%	-5%	-4%

High-throughput results: PubChem BioAssay, National Center for Advancing Translational Sciences (NCATS)

A portion of the library (hit frequency here may not be typical).
